Salmonella PhoP GFP = PhoP regulon inhibitors, Salmonella typhi PhoP promoter GFP reporter, confirmatory (AID 1850); one-dose inhibition, % at 50 µM; IC50 in µM for titrated hits; actives 0.33% (n = 310,000); Salmonella Typhi PhoP-promoter GFP reporter, fluorescence, 4 h; higher % means a stronger effect; in the data active = a potency from the dose series; inconclusive = inhibition mostly from about 25% at the one dose, without a potency; inactive = the rest, 99 in 100 with inhibition below about 19%;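 note: 0% = induced wells with vehicle and 100% = uninduced wells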
influenza NS1A = H1N1 influenza NS1A inhibitors, functional cell based assay (AID 504329); actives 0.3% (n = 340,000); NS1A functional cell-based assay, percent inhibition; higher % means a stronger effect; inhibition, % at 12.5 µM; hits with a dose series show IC50 in µM; in the data active = a potency from the dose series; inconclusive = inhibition above about 27% without an active follow-up result; note: strong numbers were not always called active
VEEV TC-83 Vero = inhibitors of VEEV TC-83 cytopathic effect, confirmation, Vero cells (AID 588727); Vero cells, VEEV TC-83 cytopathic effect inhibition; higher % means a stronger effect; inhibition, % at 20 µM, or IC50 in µM where a hit was titrated; actives 0.13% (n = 350,000); in the data active = a potency from the dose series; inconclusive = inhibition mostly from about 14% at the one dose, without a potency; inactive = the rest, 99 in 100 with inhibition below about 12%; note: strong numbers were not always called active
M. tuberculosis = growth inhibition of non-replicating M. tuberculosis (AID 488890); Mycobacterium tuberculosis non-replicating, growth inhibition; higher % means a stronger effect; one-dose inhibition, % at 25 µM; IC50 in µM for titrated hits; actives 0.39% (n = 320,000); in the data active = a potency from the dose series; inconclusive = inhibition mostly from about 82% at the one dose, without a potency; inactive = the rest, 99 in 100 with inhibition below about 76%;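 note: plate controls were DMSO cells for no effect and high antibiotic wells for full effect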
H37Rv inhibition = M. tuberculosis growth inhibition, HTS (AID 449762); M. tuberculosis H37Rv growth inhibition, 7H9 media; higher % means a stronger effect; one-dose inhibition, % at 25 µM; IC50 in µM for titrated hits; actives 0.59% (n = 330,000); in the data active = a potency from the dose series; inconclusive = inhibition above about 70% without an active follow-up result;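 note: bacterial growth assessed after seven days of incubation; strong numbers were not always called active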
Active calls of the source: *; i = inactive; u = inconclusive; x = no result given.

SMILES | Salmonella PhoP GFP | influenza NS1A | VEEV TC-83 Vero | M. tuberculosis | H37Rv inhibition
COc1ccc(OC)c(S(=O)(=O)NCCC(C)C)c1 | -2% | -9% | 0.2% | 0% | -4%
C=C1C[C@@H]2[C@H](CC[C@]3(C)C(=O)CC[C@@H]23)[C@@]2(C)C=CC(=O)C=C12 | -3% | x | x | 15% | 15%
COc1cc(CNCc2ccccc2)c(Br)cc1OC1CCCC1 | 0% | -3% | i | 23% | u
Cc1ccc(C)c(S(=O)(=O)N2CCN(c3nc(-c4cccnc4)nc4ccccc34)CC2)c1 | x | -1% | 8.5% | 59% | 6%
CSc1nc(NC(C)(C)C)nc(Oc2ccc(=O)n(C)n2)n1 | -4% | 12% | 4.0% | -9% | 1%
COC(=O)C(C)NC(=S)N1CCN(c2c(F)cc3c(=O)c(C(=O)O)cn(C4CC4)c3c2OC)CC1C (centres undefined) | 17µM* | -11% | 3.3% | u | u
COc1ccc(-c2nnc3sc(COc4ccccc4)nn23)cc1 | -9% | -1% | i | u | 61%
CC(C)(C)NC(=O)C(c1ccncc1)N(C(=O)CNC(=O)c1ccco1)c1ccc(F)cc1 (centres undefined) | -2% | 3% | i | -5% | -1%
CC(=O)C1C(=O)C=C(c2cccs2)CC1c1ccccc1 (centres undefined) | -8% | x | 3.1% | 5% | 0%
O=C1C(NS(=O)(=O)c2ccc(Cl)cc2)=C(N2CCCCC2)C(=O)c2ccccc21 | 8% | 11µM* | 8.2% | 19% | 15%
C#CCOC(=O)C(NC(=O)c1ccccc1)=C1CCCCC1 | -7% | -5% | 0.8% | -2% | 4%
COc1ccc(CCNC(=O)Cn2nnc(-c3ccccc3F)n2)cc1OC | 5% | -1% | 0.6% | -2% | 11%
COc1ccc(S(=O)(=O)NCc2cccnc2)cc1 | 2% | -2% | 0.9% | -4% | 11%
CC(=O)c1c(NC(=O)C(C)C)nc(C)nc1-c1ccccc1 | -1% | 2% | 1.3% | 2% | -1%
CSc1ccc(NC(=O)NCCCN2CCN(c3ccccc3F)CC2)cc1 | 16% | 10% | i | 50% | u
C=CCC[C@H](Cc1ccc(F)cc1)C(=O)OC[C@H](C)NC(=O)[C@H](CC=C)CC(=O)N(CCO)Cc1ccccc1 | x | 9% | 4.6% | 13% | 4%
Cc1ccc(OCc2nc(-c3ccccn3)no2)cc1 | -23% | -6% | 0.6% | 17% | 0%
O=P(Cc1ccccc1)(Cc1ccccc1)c1ccccc1 | x | 1% | i | x | x
COC(=O)c1c(C(=O)OC)c(-c2ccc(OC)cc2)n2c1CS(=O)C2 (centres undefined) | -7% | 0% | 0.6% | -13% | -5%
Cc1nc2ccccc2c(=O)n1/N=C/c1ccc(O)cc1 | -2% | -1% | 1.5% | -1% | 6%
O=C(O)c1ccc(-c2ccccc2)[nH]1 | 7% | 0% | 0.4% | -6% | -21%
O=C(Nc1cccc(-c2cccc(F)c2)c1)C1CCN(CC2CCOC2)CC1 (centres undefined) | -6% | 2% | 4.4% | 5% | 10%
Clc1ncnc2scc(-c3ccc(Br)cc3)c12 | -4% | -5% | 6.6% | 66% | 17%
CN(C)c1ccc(/C=C2\CCCc3c2nc2ccccc2c3C(=O)O)cc1 | 9% | 2% | 1.2% | -5% | 8%
O=C(Nc1ccccc1OC(F)F)C1CC(=O)N(Cc2ccccc2)C1 (centres undefined) | 1% | -5% | 5.4% | -4% | -6%

Not a retest: entries from further up.
SMILES | Salmonella PhoP GFP | influenza NS1A | VEEV TC-83 Vero | M. tuberculosis | H37Rv inhibition
O=C(Nc1cccc(-c2cccc(F)c2)c1)C1CCN(CC2CCOC2)CC1 (centres undefined) | -6% | 2% | 4.4% | 5% | 10%
Clc1ncnc2scc(-c3ccc(Br)cc3)c12 | -4% | -5% | 6.6% | 66% | 17%
CN(C)c1ccc(/C=C2\CCCc3c2nc2ccccc2c3C(=O)O)cc1 | 9% | 2% | 1.2% | -5% | 8%
O=C(Nc1ccccc1OC(F)F)C1CC(=O)N(Cc2ccccc2)C1 (centres undefined) | 1% | -5% | 5.4% | -4% | -6%

Continued:
SMILES | Salmonella PhoP GFP | influenza NS1A | VEEV TC-83 Vero | M. tuberculosis | H37Rv inhibition
Nc1cc2[nH]c(=O)c3ccccc3c2cc1[N+](=O)[O-] | x | 4% | 2.2% | x | x
CCn1nnc2cc(C(=O)NCCc3ccccc3F)ccc21 | 2% | 4% | 2.4% | 7% | -5%
Cc1ccc(OCC(=O)Nc2ccc(Cl)cc2C(=O)c2ccccc2)cc1 | -2% | -10% | 1.4% | -19% | -1%
O=C1C2C3C=CC(C2C(=O)N1c1ccccc1O)C1C2C(=O)N(c4ccccc4O)C(=O)C2C31 (centres undefined) | 3% | -7% | 2.4% | 40% | -3%
CN1C(=O)C2C=CC1C1C(=O)N(c3ccccc3)C(=O)C21 (centres undefined) | 4% | -1% | 5.5% | -11% | -4%
COc1ccc(-n2c(=O)[nH]c3cc(C(=O)NCCc4ccc(OC)c(OC)c4)ccc3c2=O)c(OC)c1 | 8% | -5% | 0.6% | 13% | -5%
Cc1cc(C)cc(NC(=O)CSc2nnc(CNC(=O)c3ccco3)o2)c1 | -18% | 2% | 1.4% | -5% | 27%
Cc1cc(C(C)(C)C)cc(C)c1Cn1c2[n+](c3ccc(C(F)(F)F)cc31)CCCCC2 | 11% | 7% | i | u | u
O=C(CSc1nnc(CNC(=O)c2c(F)cccc2F)o1)NCc1ccccc1 | -6% | -6% | 2.1% | 48% | -3%
CCOC(=O)c1ccccc1NC(=O)Cn1c(=O)n(Cc2ccccc2)c(=O)c2c(C)c(C)sc21 | -8% | -5% | 0.3% | -5% | 12%
CCCC(=O)Nc1nnc(Cc2ccccc2)s1 | 5% | -13% | i | -9% | 5%
Cc1nn(-c2ccccc2)c(C)c1C(=O)OCC(=O)N1CCN(S(=O)(=O)c2ccccc2)CC1 | -13% | 4% | 2.1% | 36% | -2%
CCC1CCCCN1CCCNC(=O)c1ccc(N2CCCC2=O)cc1 (centres undefined) | 0% | -3% | 1.0% | -3% | -4%
Cc1nc(SCC(=O)NCc2ccccc2)c2oc3ccccc3c2n1 | 20% | 3% | i | -11% | -1%
Cc1ccc(Cn2nnc3c(=O)n(Cc4ccccc4C)cnc32)cc1 | -2% | -1% | 0.5% | -4% | -9%
CCCNC(=S)N1CC2(C)CN(C(=O)C(=O)OCC)CC(C)(C1)C2=O | 0% | -5% | 2.4% | -1% | -9%
Cc1ccc(S(=O)(=O)NCCC(c2ccccc2)c2ccco2)cc1 (centres undefined) | 8% | -4% | 0.2% | 22% | 9%
COc1ccc(OCc2cc(C(=O)N(C)Cc3nnc(C)o3)no2)c(Cl)c1 | -2% | -16% | 3.9% | 2% | -6%
C=CCOc1cccc(C(=O)NC(c2ccccc2)C(C)C)c1 (centres undefined) | -5% | -5% | 1.4% | 13% | -6%
Brc1ccc(C2C3=C(Nc4ncnn42)c2ccccc2OC3c2ccncc2)cc1 (centres undefined) | -7% | -5% | 6.0% | 53% | u
COc1ccc(NC(=O)C2CCCN(C(=O)Nc3ccc(OC)cc3)C2)cc1 (centres undefined) | 13% | 9% | 2.0% | 4% | 9%
COc1ccc(C(=O)Nn2c(SCC(=O)NCC3CCCO3)nc3ccccc3c2=O)cc1 (centres undefined) | 3% | 5% | 3.8% | -13% | 6%
Cc1nn(-c2ccccc2)c(C)c1C(=O)OCC(O)=C(C#N)c1nc2ccccc2[nH]1 | x | 7% | 9.6% | x | x
COc1ccc(CCC(=O)NNC(=O)Nc2ccc(OC)c(OC)c2)cc1 | 1% | -2% | 1.4% | -7% | -1%
Cn1nc(-c2ccc(OCC(=O)NCC3CCCO3)cc2)c2ccccc2c1=O (centres undefined) | -8% | -7% | 1.0% | 20% | -3%
SMILES | Salmonella PhoP GFP | influenza NS1A | VEEV TC-83 Vero | M. tuberculosis | H37Rv inhibition
COc1ccc(NC(=O)N2CCN(S(C)(=O)=O)CC2)cc1OC | -4% | 2% | i | -3% | -27%
CC[C@@]1(C(=O)OC)N[C@H](CN(C)C(=O)NC(C)C)[C@@H]2C(=O)N(Cc3ccccc3)C(=O)[C@@H]21 | x | -15% | i | -6% | 7%
COCCNC(=O)c1cc(C(=O)CC(C)C)c[nH]1 | 3% | 2% | 0.4% | 3% | -2%
CC(=O)Nc1ccc(C(=S)NCC2(N(C)C)CCCCC2)cc1 | -1% | -8% | 0.1% | 20% | 2%
CCOc1cc(S(=O)(=O)Nc2ccc(CC)cc2)ccc1Cl | 4% | 2% | i | 12% | 0%
COc1ccc(CCNC(=O)CSc2ccsc2[N+](=O)[O-])cc1OC | -4% | -2% | 1.7% | 58% | 13%
CC(Sc1nnc(COc2ccccc2)n1-c1ccccc1)C(=O)O (centres undefined) | -4% | -25% | i | -4% | 3%
CC(C)NC(=O)CSc1nc(-c2ccccc2)cs1 | x | 11% | 1.4% | x | x
CCC(C)c1ccc(NC(=O)COC(=O)CCNS(=O)(=O)c2cccs2)cc1 (centres undefined) | x | 2% | 3.2% | -9% | -7%
CCCNC(=O)Cn1nc(C(F)(F)F)c2c1CCC2 | -15% | -3% | i | -4% | 5%
COc1ccc(CC2(CO)CCN(Cc3c(C)nn(C(C)C)c3C)CC2)cc1 | 3% | -8% | 0.9% | 1% | 5%
COc1ccccc1N=c1c2c([N+](=O)[O-])cc([N+](=O)[O-])cc2n(O)n1-c1ccccc1OC | 1% | x | x | -6% | 0%
Cc1c(S(=O)(=O)Nc2cccc(Cl)c2)c(=O)n(C)c(=O)n1C | 5% | 3% | 1.2% | -9% | -3%
O=C1NC[C@@H](Cc2cccc3ccccc23)N(CCC23CC4CC(CC(C4)C2)C3)C1=O | 9% | 13% | 0.1% | 16% | 6%
COCCSc1nnc(NC(=O)C2CCCCC2)s1 | -13% | -6% | 2.3% | 8% | 3%
CC(C)CNC(=O)c1cccc(NC(=O)Cc2ccc(Cl)cc2)c1 | -7% | 1% | i | 14% | -2%
CSc1nnc2n(-c3ccccc3)c(=O)c3c4c(sc3n12)CCC4 | -9% | -2% | 5.8% | -1% | 5%
O=C(OCC(=O)N1CCCc2ccccc21)c1ccccc1[N+](=O)[O-] | -4% | 1% | 0.9% | 9% | 7%
O=C(COc1ccccc1F)Nc1cc(S(=O)(=O)Nc2cccc(Cl)c2)ccc1O | x | -9% | 1.7% | 46% | 7%
CN(C(=O)COC(=O)C1COc2ccccc2O1)C1(C#N)CCCCC1 (centres undefined) | x | 4% | 0.5% | 18% | -2%
Cc1cc(Nc2ccccc2)n(-c2cccc(Cl)c2)n1 | 22% | 0% | i | 42% | 24%
Cn1nnnc1SCC(=O)Nc1ccccc1N1CCCCC1 | -2% | 8% | i | u | 11%
COCCOc1ccc(C(F)(F)F)cc1NC(=O)Cc1ccc(S(=O)(=O)N2CCOCC2)s1 | -4% | -12% | 5.6% | -1% | -8%
CC(=O)Nc1ccc(NC(=O)c2cccc3ccccc23)cc1 | 7% | -4% | 0.6% | -3% | 13%
CCCCC(=O)Nc1ccccc1N1CCOCC1 | 10% | 0% | 0.5% | 48% | 4%
SMILES | Salmonella PhoP GFP | influenza NS1A | VEEV TC-83 Vero | M. tuberculosis | H37Rv inhibition
CC(=O)c1ccc(S(=O)(=O)N2CCN(CCOc3ccccc3)CC2)cc1 | x | -15% | 1.9% | -5% | -6%
CCN(CC)c1ccc(C(=O)NC(=S)Nc2cc(S(=O)(=O)N3CCOCC3)ccc2-n2cncn2)cc1 | -21% | -1% | 0.3% | -5% | -5%
CCCCCn1c(=O)c(C(=O)Nc2cccc(C)c2)c(O)c2ccccc21 | 0% | 1% | 1.1% | 11% | u
c1ccc(Oc2cccc(OCCCCN3CCCC3)c2)cc1 | -7% | 2% | 0.7% | 74% | 1%
O=C(Nc1ccc(N2CCCCC2)c(S(=O)(=O)Nc2ccccc2Cl)c1)c1cccnc1 | x | 7% | 2.6% | 42% | 2%
COc1cc(/C=C2\SC(=S)N(CC(=O)Nc3ccc(O)cc3)C2=O)cc(OC)c1OC | x | -10% | 0.8% | x | x
CN(Cc1cccs1)c1ncnc2sccc12 | -11% | -11% | 3.3% | 34% | 9%

Molecules shown so far that have a COOH group, in the order listed:
SMILES | Salmonella PhoP GFP | influenza NS1A | VEEV TC-83 Vero | M. tuberculosis | H37Rv inhibition
COC(=O)C(C)NC(=S)N1CCN(c2c(F)cc3c(=O)c(C(=O)O)cn(C4CC4)c3c2OC)CC1C (centres undefined) | 17µM* | -11% | 3.3% | u | u
O=C(O)c1ccc(-c2ccccc2)[nH]1 | 7% | 0% | 0.4% | -6% | -21%
CN(C)c1ccc(/C=C2\CCCc3c2nc2ccccc2c3C(=O)O)cc1 | 9% | 2% | 1.2% | -5% | 8%
CC(Sc1nnc(COc2ccccc2)n1-c1ccccc1)C(=O)O (centres undefined) | -4% | -25% | i | -4% | 3%

Bioassay records deposited in PubChem by Southern Research Specialized Biocontainment Screening Center.
